# Compound activity deposited in PubChem BioAssay by National Center for Advancing Translational Sciences (NCATS).
# JMJD2A Tudor inh: qHTS Assay for Inhibitors of JMJD2A-Tudor Domain; Potency, µM (highest dose often 114 µM), inactives show top-dose activity change, negative = inhibition, usual class: inhibitors; AlphaScreen JMJD2A-Tudor / H3K4me3 peptide binding; hit rate 4.4% among 390,000; Lysine-specific demethylase 4A (Homo sapiens), O75164; AID 504339, 2011; further: potency means the concentration at half of the fitted maximal effect; on the % scale 0 is the no-effect control and ±100 the full control effect; nearly all actives have a fitted effect of over 50% in size
# Target sequence (O75164 whole entry, looked up, the tested form may be a part): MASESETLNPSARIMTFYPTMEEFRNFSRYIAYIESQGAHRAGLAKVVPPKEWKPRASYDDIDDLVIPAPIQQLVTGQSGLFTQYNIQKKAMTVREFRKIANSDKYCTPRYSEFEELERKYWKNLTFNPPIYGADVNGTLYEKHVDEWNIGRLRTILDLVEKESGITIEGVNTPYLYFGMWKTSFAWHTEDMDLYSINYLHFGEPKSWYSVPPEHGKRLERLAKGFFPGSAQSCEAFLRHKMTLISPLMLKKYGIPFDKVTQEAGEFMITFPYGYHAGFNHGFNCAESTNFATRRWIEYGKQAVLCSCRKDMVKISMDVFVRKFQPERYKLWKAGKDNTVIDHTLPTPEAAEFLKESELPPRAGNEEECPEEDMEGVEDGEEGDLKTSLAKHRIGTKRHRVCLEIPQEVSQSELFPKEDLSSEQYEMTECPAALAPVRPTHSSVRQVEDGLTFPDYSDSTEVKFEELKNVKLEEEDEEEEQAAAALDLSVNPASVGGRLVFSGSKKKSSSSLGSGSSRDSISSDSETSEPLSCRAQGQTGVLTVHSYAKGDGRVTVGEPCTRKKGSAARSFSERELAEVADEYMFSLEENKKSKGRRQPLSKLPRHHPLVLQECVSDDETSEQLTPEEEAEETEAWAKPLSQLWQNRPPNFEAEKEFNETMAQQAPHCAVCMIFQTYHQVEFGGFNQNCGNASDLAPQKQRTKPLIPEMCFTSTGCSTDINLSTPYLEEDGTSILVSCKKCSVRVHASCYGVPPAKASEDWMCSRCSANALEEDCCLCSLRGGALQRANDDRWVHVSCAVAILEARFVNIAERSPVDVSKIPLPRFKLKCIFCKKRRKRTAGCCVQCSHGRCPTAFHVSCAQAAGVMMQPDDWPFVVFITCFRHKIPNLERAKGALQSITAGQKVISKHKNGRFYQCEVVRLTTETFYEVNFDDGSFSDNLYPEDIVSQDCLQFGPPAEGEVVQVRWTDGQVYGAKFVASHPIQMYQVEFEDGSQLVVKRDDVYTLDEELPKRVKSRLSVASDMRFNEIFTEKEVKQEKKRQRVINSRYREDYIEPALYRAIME
# GLS inh: qHTS for Inhibitors of Glutaminase (GLS); Glutaminase kidney isoform, mitochondrial (Homo sapiens), O94925; GLS enzymatic activity, qHTS titration; Potency, µM (doses to about 45.5 µM), inactives show at the highest dose activity change, negative = inhibition, hits mostly inhibitors; hit rate 0.21% among 410,000; AID 624170, 2012; further: potency means the concentration at half of the fitted maximal effect; on the % scale 0 is the no-effect control and ±100 the full control effect
#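 Glutamate formation by hKGA was monitored fluorometrically using coupled glutamate oxidase, HRP and Amplex Red. Substrate was added as 1 mM L-glutamine solution; incubation was 30 min at RT after an initial read.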
# PI4K2A inh: qHTS for small molecular inhibitors of PI4K2A; Phosphatidylinositol 4-kinase type 2-alpha (Homo sapiens), Q9BTU6; purified PI4K2A, ADP-Glo luminescence, 1 h; active compounds read low; activity change, negative = inhibition, % at 76.9 µM; hit rate 0.13% among 420,000; AID 1346378, 2018; in the data active means activity change below about -50%; inconclusive means mostly about -30% to -49%;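 further: -100% = wells without enzyme as full effect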
#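 PI4K2A activity was measured by ADP-Glo luminescence: enzyme (4 ug/mL stock) and phosphatidylinositol (1.2 mM stock) in Tris pH 7.5/MgCl2/EGTA/Triton X-100 buffer were reacted with ATP (300 microM stock) for one hour at ambient temperature.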
# G9a inh: qHTS Assay for Inhibitors of Histone Lysine Methyltransferase G9a. G9a H3K9 monomethylation, AlphaScreen, 2 h. hit rate 8.8% among 350,000. Potency, µM (series often up to 102 µM), inactives show at the top dose activity, negative = inhibition, actives largely listed as inhibitors. AID 504332, 2011; further: potency means the concentration at half of the fitted maximal effect; on the % scale 0 is the no-effect control and ±100 the full control effect; nearly all actives have a fitted effect of over 75% in size
#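 Readings reflect AlphaScreen signal from monomethyl-H3K9 antibody detection. HMT at 20 nM; substrate b-H3K9 500 nM; cofactor SAM 20 uM; 2 h RT reaction; compounds tested as titrations in qHTS with 15 min preincubation.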
# BAZ2B inh: qHTS Assay for Inhibitors of BAZ2B; AlphaScreen BAZ2B-H3K14Ac peptide displacement; Potency, µM (doses to about 114 µM), without a hit: at the top dose activity change, negative = inhibition, usual class: inhibitors; Bromodomain adjacent to zinc finger domain protein 2B (Homo sapiens), Q9UIF8; hit rate 4.4% among 360,000; AID 504333, 2011; further: potency means the concentration at half of the fitted maximal effect; on the % scale 0 is the no-effect control and ±100 the full control effect; nearly all actives have a fitted effect of over 60% in size
#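 BAZ2B 50 nM plus b-H3(5-23)K14Ac 50 nM, PBS pH 7.4/0.01% Tween-20, 30 min RT; compound added (max 110 uM), 30 min RT; streptavidin donor/Ni-chelate acceptor beads 10 ug/mL final, 20 min dark; AlphaScreen read.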
# HP1b chromo inh: HTS for Inhibitors of HP1-beta Chromodomain Interactions with Methylated Histone Tails; Potency, µM (series often up to 114 µM), inactives show at the top dose activity change, negative = inhibition, hits mostly inhibitors; AlphaScreen HP1-beta / biotin-H3K9me3 peptide binding; hit rate 0.56% among 390,000; further: potency means the concentration at half of the fitted maximal effect; nearly all actives have a fitted effect of over 70% in size; inactives centre near 23
#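 AlphaScreen: HP1-beta (50 nM) preformed 30 min with biotin-H3(1-18)K9me3 peptide (50 nM) in PBS pH 7.4, 0.01% Tween-20. Compound added for 30 min at RT, then streptavidin donor/nickel chelate acceptor beads (10 ug/mL) for 30 min.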
# Pol eta inh: qHTS for Inhibitors of Polymerase Eta; AID 588591, 2011; recombinant Pol eta, fluorescent DNA replication assay; hit rate 1.2% among 390,000; Potency, µM (series often up to 114 µM), inactives show at the highest dose activity change, negative = inhibition, hits mostly inhibitors; further: potency means the concentration at half of the fitted maximal effect; on the % scale 0 is the no-effect control and ±100 the full control effect
#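 Pol eta (10 nM) was preincubated with compounds for 15 min at room temperature, after which fluorescent replication substrate (50 nM final) was added to start the reaction. Fluorescence was read kinetically at 0 and 10 min.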
# PGK inhibitor: qHTS Assay to Find Inhibitors of Phosphoglycerate Kinase; PGK/GAPDH coupled, Kinase-Glo luminescence, 60 min; hit rate 0.043% among 380,000; Phosphoglycerate kinase, glycosomal (Trypanosoma brucei brucei), P07378; Potency, µM (highest dose often 57.5 µM), for the others: at the top dose activity change, negative = inhibition, usual class: inhibitors; AID 602233, 2012; further: potency means the concentration at half of the fitted maximal effect; on the % scale 0 is the no-effect control and ±100 the full control effect; nearly all actives have a fitted effect of over 60% in size
#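 Recombinant glycosomal PGK reaction used 1,3-bisphosphoglycerate generated in-well by GAPDH (100nM final) in 100mM TEA pH 7.6, 5mM MgCl2, 0.01% Tween-20. After 60 minutes at room temperature, ATP was read by Kinase-Glo Plus luminescence end-point.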
# Pin1 inh: qHTS Assay to Find Inhibitors of Pin1. Pin1 FP peptide displacement, HiFluor488, 10 min. hit rate 0.009% among 390,000. Peptidyl-prolyl cis-trans isomerase NIMA-interacting 1 (Homo sapiens), Q13526. Potency, µM (titrated, usually from 115 µM), for inactives: at the highest dose activity, negative = inhibition, actives largely listed as inhibitors. AID 504891, 2011; active means well fitted inhibition curve with a large enough effect in the polarisation, with a control signal flat, not every such curve was filed as active; inconclusive means small, poorly fitted or top-dose-only effect, or effect the other way, or a change in a side signal; inactive means no such curve, though single readings can be large or run the other way; the % refers to the polarisation; further: potency means the concentration at half of the fitted maximal effect; on the % scale 0 is the no-effect control and ±100 the full control effect
# An asterisk follows results filed as active; i = inactive; ? = inconclusive; · = no result given; & = joins results of further samples; [ ] = dose if it differs, or a comment. Unless noted, the call rests on the fitted dose curve; in most records, active means well fitted curve in the direction sought with a large enough effect; inconclusive means small, poorly fitted or top-dose-only effect, or another doubt; inactive means no such curve, though single readings can be large; an effect the other way counts as inactive or inconclusive. An excerpt; count on the stated rates, not on these rows.
SMILES,JMJD2A Tudor inh,GLS inh,PI4K2A inh,G9a inh,BAZ2B inh,HP1b chromo inh,Pol eta inh,PGK inhibitor,Pin1 inh
COc1ccccc1C(=O)N1CCC(c2c[nH]c3ccccc23)(c2c[nH]c3ccccc23)CC1,-31%,6%,-12,-35%[59 µM],-38%,6%,-21%,i,6%
Cc1ccc(S(=O)(=O)Cn2nnnc2C(C(C)C)N2CCc3ccccc3C2)cc1 (stereo not given),28µM*,26%,-3,?,?,3%,-4%,0%,3%
CCOc1ccc(N(CC(=O)NCc2ccco2)C(=O)CCC(=O)Nc2ccccn2)cc1,-16%,0%,-4,-9%,-22%,3%,-20%,-3%,-6%
CCOC(=O)C1=C(CC)Nc2ccccc2N=C1NC(=O)Cn1cnc2ccccc2c1=O,-21%,0%,1,8%[59 µM],-26%,28%,-8%,·,42%[activator]
O=[N+]([O-])c1ccc(S(=O)(=O)Nc2ccc3c(c2)OCCO3)cc1,?,13%,3,40µM*,?,-4%,-11%,i,-7%
CCOc1ccccc1CNc1ncnc2ccc(-c3c(C)noc3C)cc12,?,6%,-5,10%[2.33 µM],-25%&-37%,20%,-15%,-10%,-1%&6%
Cc1ccc(C)n1-n1c(C)nc2sc3c(c2c1=O)CCCCC3,?,-6%,12,?,?,-32%,-16%,-6%,1%
CC(=O)OCCn1c(=O)c2cc3c(=O)n(CCOC(C)=O)c(=O)c3cc2c1=O,-9%[11.4 µM],64%[activator],2,-8%[59 µM],·,-7%,-10%,7%,-3%
CSc1ccc(S(=O)(=O)N2CCC(C(=O)N3CCc4ccccc4C3)CC2)cc1,-13%,-11%,7,40µM*,-18%,12%,-16%,-3%,4%
CCOC(=O)c1c(NC(=O)CCc2ccc(CC)o2)sc(C)c1C,-7%,16%,4,28µM*,25%,1%,-14%,2%,-3%
Cc1nn(Cc2ccccc2)c(N)c1-c1ccccc1,-14%,2%,13,1%[59 µM],-33%,10%,-14%,-1%,0%
Cc1nc2c(nc1C)C(=O)c1ccccc1C2=O,-19%,-4%,-56*,·,·,10%,?,-1%,12%
O=C(CCNS(=O)(=O)c1cccc2nsnc12)NCc1ccco1,4%,2%,-3,14%,10%,28%,-14%,3%,8%
N#Cc1ccsc1NC(=O)COC(=O)C1=NNC(=O)CC1,-28%,-4%,?,-13%[59 µM],?,30%,20µM*,-10%,?
Cc1cccc(NC(=O)c2cc(-c3cccnc3)nc3c(C)cccc23)n1,-32%,0%,0,·,?,15%,-10%,-4%,17%
[O-][n+]1nc2ccccc2c2ccccc21,-7%,-1%,38,·,·,30%,-16%,i,3%
Cc1cccc(OCC(=O)Nc2ccc(C(=O)NCC(C)C)cc2)c1,-20%,6%,2,27%[12.7 µM],20%,8%,-13%,7%,1%
CCOc1cc(S(=O)(=O)NCc2ccccc2)ccc1Br,4%,4%,-1,6%,-12%,13%,-24%,i,-2%
O=C(C1CCCN(S(=O)(=O)c2ccc(Br)cc2)C1)N1CCOCC1 (stereo not given),-5%,-3%,2,20%,-13%,16%,-4%,-10%,-1%
CCCCC/C=C/C1=CC(=O)C[C@H](c2ccc(OC)c(OC)c2)C1,-18%,15%,-2,3%[0.501 µM],-2%,39%,-10%,2%,0%
O=C(CN1CCN(S(=O)(=O)N2CCCCCC2)CC1)Nc1cc(Cl)ccc1Cl,4%,13%,4,-13%,0%,20%,-10%,10%,-2%
COC(=O)c1scc(-c2ccc(C)cc2)c1S(=O)(=O)Nc1cc(C)c(Cl)cc1OC,-20%,3%,-1,7%[59 µM],-20%,-4%,-12%,11%,7%
CCc1ccccc1NC(=O)c1nc(-c2ccncc2)no1,?,3%,-2,-45%[59 µM],-11%,3%,2%,-3%,1%
COc1ccccc1N1CCN(CC(O)COc2ccc3c(c2)CCC3)CC1 (stereo not given),?,39%[activator],-4,?,?,-10%,0%,-4%,2%
Cc1cc(C)nc(Nc2n[nH]c(COc3ccc(Cl)cc3)n2)n1,4%,5%,-1,11%[59 µM],8%,25%,-7%,8%,1%

# In a second layout: entries from further up.
SMILES: N#Cc1ccsc1NC(=O)COC(=O)C1=NNC(=O)CC1
  JMJD2A Tudor inh: -28%; GLS inh: -4%; PI4K2A inh: ?; G9a inh: -13%[59 µM]; BAZ2B inh: ?; HP1b chromo inh: 30%; Pol eta inh: 20µM*; PGK inhibitor: -10%; Pin1 inh: ?
SMILES: Cc1cccc(NC(=O)c2cc(-c3cccnc3)nc3c(C)cccc23)n1
  JMJD2A Tudor inh: -32%; GLS inh: 0%; PI4K2A inh: 0; G9a inh: ·; BAZ2B inh: ?; HP1b chromo inh: 15%; Pol eta inh: -10%; PGK inhibitor: -4%; Pin1 inh: 17%
SMILES: [O-][n+]1nc2ccccc2c2ccccc21
  JMJD2A Tudor inh: -7%; GLS inh: -1%; PI4K2A inh: 38; G9a inh: ·; BAZ2B inh: ·; HP1b chromo inh: 30%; Pol eta inh: -16%; PGK inhibitor: i; Pin1 inh: 3%
SMILES: Cc1cccc(OCC(=O)Nc2ccc(C(=O)NCC(C)C)cc2)c1
  JMJD2A Tudor inh: -20%; GLS inh: 6%; PI4K2A inh: 2; G9a inh: 27%[12.7 µM]; BAZ2B inh: 20%; HP1b chromo inh: 8%; Pol eta inh: -13%; PGK inhibitor: 7%; Pin1 inh: 1%

# Quoted from the listing.
# For HP1b chromo inh, COc1ccccc1N1CCN(CC(O)COc2ccc3c(c2)CCC3)CC1 (stereo not given) is listed with -10%
# For Pin1 inh, O=C(CN1CCN(S(=O)(=O)N2CCCCCC2)CC1)Nc1cc(Cl)ccc1Cl is listed with -2%

# Continuation.
SMILES,JMJD2A Tudor inh,GLS inh,PI4K2A inh,G9a inh,BAZ2B inh,HP1b chromo inh,Pol eta inh,PGK inhibitor,Pin1 inh
COc1cccc(C2CC(=O)N(c3ccc(F)cc3)C3=C2C(=O)OC3)c1OC (stereo not given),-4%,-3%,0,-26%[59 µM],-7%,7%,·,·,0%
Cc1ccc(C)c(C(=O)COC(=O)CNS(=O)(=O)c2ccccc2)c1,-14%,3%,-2,71µM*,4%,1%,-23%,-10%,3%
CC(=O)C1=C(O)C(=O)N(c2ccc(C)cc2)C1c1ccc([N+](=O)[O-])cc1 (stereo not given),?,12%,-1,-16%[59 µM],?,?,-18%,·,-7%
COn1c(-c2ccccc2)c(C=O)c2ccccc21,3%,2%,-1,·,0%,27%,-3%,-8%,-1%
Cc1ccc(F)c(C2=CC(=O)C[C@H](c3ccc(F)cc3)C2)c1,51%[activator],3%,2,0%[0.501 µM],20%,108%[activator],-24%,-3%,?
C=CCn1c(C)cc(C(=O)CSc2nc3ccccc3o2)c1C,-36%,1%,2,-9%[12.7 µM],?,-7%,-11%,-4%,-3%
CC(=O)Nc1cc(NC(C)=O)cc(C(=O)OCC(=O)N2CC(C)OC(C)C2)c1 (stereo not given),8%,-17%,4,-31%[12.7 µM],?,24%,-11%,0%,-1%
COc1ccc(Cl)cc1NC(=O)Nc1ccc(Br)cn1,-8%,1%,4,23%,33%[activator],29%,-17%,2%,-1%
Cc1cc(C)cc(NC(=O)C2CCCN2S(=O)(=O)c2ccc3c(c2)C(C)(C)C(=O)N3C)c1 (stereo not given),-8%&-15%,-2%&9%,-1&0,-7%[59 µM],3%&-14%,66%&23%[activator],-14%&-10%,-9%,1%&-2%
COc1ccc(C(=O)NNC(=O)c2cc3cccc(OC)c3oc2=O)cc1,-3%,3%,6,-34%,-23%,23%,6%,8%,1%
Cc1ccc(S(=O)(=O)N(C)Cc2ccc(-c3nnc4n3CCC4)cc2)cc1,-19%,-5%,9,15%,7%,28%,-11%,-2%,-1%
Oc1ccccc1C=NN=Cc1ccccc1Cl,4%,4%,0,·,·,48%[activator],-15%,-4%,6%
CCOc1ccc(Cc2onc3c2C(=O)CC(C)(C)C3)cc1OCC,2%,2%,4,-5%,17%,48%[activator],-4%,i,5%
O=C(Nc1cc(C(F)(F)F)ccc1Cl)C(Sc1ccccn1)c1ccccc1 (stereo not given),48%[activator],-8%,-1,167%[activator],13%,76%[activator],-20%,-9%,-1%
CC(C)(O)CNC(=O)Nc1ccc(Cl)c(Cl)c1,1%,3%,2,7%,0%,26%,-1%,0%,1%
Cc1ccc(CN2CC(C(=O)Nc3ccc4c(C)cc(=O)oc4c3)CC2=O)cc1 (stereo not given),-8%[57.1 µM],-10%,10,-35%[59 µM],-8%,13%,?,-2%,0%
CC(=O)Nc1ccc(OS(=O)(=O)c2c(C)cc(C)cc2C)cc1,-5%,0%,1,-9%[59 µM],-2%,31%,-19%,-2%,6%
COc1ccc(NC(=O)CN2C(=O)C(c3ccc(C(C)(C)C)cc3)=NC2(C)C)cc1Cl,0%,-8%,2,5%[59 µM],-1%,37%,·,·,-8%
COc1ccc(S(=O)(=O)NC(CC(=O)NCc2ccco2)c2ccco2)cc1 (stereo not given),-18%,-5%,-1,4%[12.7 µM],-2%,24%,0%,i,-5%
